SNCA viab count: cell viability loss counter-screen. Potency, µM (highest dose often 57.1 µM), inactives show top-dose activity change, negative = cytotoxicity, usual class: cytotoxic. HEK-293-SNCA-luc viability, GF-AFC fluorescence, 24 h. 150,000 tested, 0.12% active. AID 1671193;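 note: potency is the fitted concentration of half-maximal effect; 0% = DMSO-treated cells and -100% = medium-only wells without cells; nearly all actives have a fitted effect of over 30% in size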
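HEK-293-SNCA-luc cells (1500/well) plated 24 h, then exposed 24 h to a dilution series; GF-AFC added 30 min at 37C, fluorescence 405/540 nm; normalised to medium-only and DMSO wells, Hill fit.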
GPT2 inhibitor: GPT2 alanine aminotransferase inhibition | AID 1671188 | 100,000 tested, 0.25% active | Potency, µM (titrated, usually from 57.7 µM), for the others: at the highest dose activity change, negative = inhibition, most hits filed as inhibitors | Recombinant GPT2, coupled pyruvate oxidase/HRP Amplex Red fluorescence; note: potency is the fitted concentration of half-maximal effect; nearly all actives have a fitted effect of over 60% in size; many of its hits are not listed in these tables
Target sequence (Q8TD30 whole entry, looked up): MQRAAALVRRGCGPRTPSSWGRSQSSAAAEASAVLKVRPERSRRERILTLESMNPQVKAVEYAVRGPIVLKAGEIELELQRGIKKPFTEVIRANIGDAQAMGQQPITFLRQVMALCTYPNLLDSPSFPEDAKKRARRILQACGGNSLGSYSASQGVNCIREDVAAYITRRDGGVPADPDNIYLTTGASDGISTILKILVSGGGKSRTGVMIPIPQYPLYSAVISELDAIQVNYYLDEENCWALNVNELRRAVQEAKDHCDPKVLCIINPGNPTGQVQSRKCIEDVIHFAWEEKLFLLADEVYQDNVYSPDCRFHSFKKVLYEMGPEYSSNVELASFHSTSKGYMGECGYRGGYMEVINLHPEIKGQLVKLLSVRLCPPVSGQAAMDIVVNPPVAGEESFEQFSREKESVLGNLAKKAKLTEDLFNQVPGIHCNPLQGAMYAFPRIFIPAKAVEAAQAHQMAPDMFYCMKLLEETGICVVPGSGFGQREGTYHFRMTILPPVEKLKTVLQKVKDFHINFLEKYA
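Fluorescence read-out: pyruvate from GPT2 turnover coupled to pyruvate oxidase, HRP and Amplex Red (0.2mM ThPP, 0.2U/mL PO and HRP, 50uM Amplex final). Substrates 250uM a-KG, 2mM L-alanine; enzyme 10ng/uL; 30 min RT.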
IP6K1 inhibitor: IP6K1 kinase inhibition; 140,000 tested, 0.81% active; Q92551; AID 1645851; activity change, % (series mostly up to about 58 µM); IP6K1 kinase, ADP-Glo luminescence, 2 h; hits give low values; in the data active = activity change below about -25%
Target sequence (Q92551 whole entry, looked up): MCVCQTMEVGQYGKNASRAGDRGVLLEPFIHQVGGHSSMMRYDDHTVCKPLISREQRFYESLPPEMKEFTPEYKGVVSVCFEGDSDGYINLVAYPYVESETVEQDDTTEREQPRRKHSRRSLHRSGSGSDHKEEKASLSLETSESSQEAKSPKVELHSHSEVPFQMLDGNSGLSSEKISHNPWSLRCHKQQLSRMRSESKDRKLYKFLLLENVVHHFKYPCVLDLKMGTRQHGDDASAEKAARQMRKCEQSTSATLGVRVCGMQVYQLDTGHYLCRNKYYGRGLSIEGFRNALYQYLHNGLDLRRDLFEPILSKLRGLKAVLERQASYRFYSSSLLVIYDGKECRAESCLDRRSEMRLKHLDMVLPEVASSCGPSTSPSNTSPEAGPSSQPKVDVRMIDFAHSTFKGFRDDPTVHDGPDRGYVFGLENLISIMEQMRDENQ
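ADP-Glo luminescence measures ADP made by human IP6K1 during a 2 h RT reaction with ATP/IP6 (mix at 1.3 mM/130 uM); top library doses 57.5 and 19.1 uM final.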
HEK cytotox: kills HEK 293 cells. Potency, µM (series often up to 115 µM), without a hit: at the top dose activity change, negative = cytotoxicity, most hits filed as inhibitors. 94,000 tested, 6.6% active. HEK 293 viability, ATP luminescence (CellTiter-Glo), 48-72 h; note: potency is the fitted concentration of half-maximal effect; nearly all actives have a fitted effect of over 60% in size
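HEK 293 seeded at 250 cells/well receive compound via pintool. After 48 or 72 hr at 37 degree Celsius, 5% CO2 and 95% humidity, CellTiter-Glo is dispensed and luminescence read following 10 min at room temperature.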
SNCA expr inhib: reduces expression of the alpha-synuclein gene; 140,000 tested, 0.17% active; AID 1671194; Potency, µM (highest dose often 57.2 µM), for inactives: top-dose activity change, negative = inhibition, hits mostly inhibitors; HEK-293 SNCA-luciferase knock-in, luminescence, 24 h;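 note: potency is the fitted concentration of half-maximal effect; plate controls were DMSO cells for no effect and cell-free wells for full effect; nearly all actives have a fitted effect of over 45% in size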
Luciferase inh: inhibitors of firefly (Photinus pyralis) luciferase; P08659; purified P. pyralis luciferase, luminescence, biochemical; Potency, µM (highest dose often 115 µM), for the others: top-dose activity change, negative = inhibition, usual class: inhibitors; 76,000 tested, 2.5% active; note: potency is the fitted concentration of half-maximal effect; nearly all actives have a fitted effect of over 65% in size
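Luminescence read by CCD imager after adding enzyme (10nM final) to wells holding compound, titrated in qHTS. Substrates 10uM each D-luciferin and ATP; buffer 50mM Tris acetate pH 7.5, 10mM Mg acetate, Tween-20, BSA.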
NIH3T3 tox: cytotoxic compounds in NIH 3T3 cells. NIH 3T3 viability, CellTiter-Glo ATP luminescence, 48-72 h. Potency, µM (top dose mostly 96.7 µM), for the others: at the highest dose activity change, negative = cytotoxicity, actives largely listed as inhibitors. 94,000 tested, 4.3% active. AID 1345082; note: potency is the fitted concentration of half-maximal effect; nearly all actives have a fitted effect of over 55% in size
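Cytotoxicity is measured as loss of cellular ATP: NIH 3T3 cells (400/well) are exposed to compound for 48 or 72 hr at 37 °C, then CellTiter-Glo luminescence is imaged after 10 min at room temperature.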
Starred values were filed as active, the others as inactive; i = inactive; ? = inconclusive; / = no result given; [ ] = dose if it differs, or a comment. Unless noted, calls come from the whole dose curve; as a rule, active = well fitted curve in the direction sought with a large enough effect; inconclusive = small, poorly fitted or top-dose-only effect, or another doubt; inactive = no such curve, though single readings can be large; an effect the other way counts as inactive or inconclusive. Unless noted, % is set by controls: 0 for no effect and ±100 for the full control effect. An excerpt; the hit share may differ from the screen's.

Screens in order – SNCA viab count, GPT2 inhibitor, IP6K1 inhibitor, HEK cytotox, SNCA expr inhib, Luciferase inh, NIH3T3 tox
Cn1cc(CN2CCCC(COc3ccccc3C(=O)NC3CC3)C2)c2ccccc21 (stereo not drawn)
  ?, 4%, 10, ?, -19%, -7%, -26%
CC(=O)N1CCC(N[C@@H]2C[C@H](COc3cccc(C)n3)[C@@H](O)[C@H]2O)CC1
  -7%, i, -3, -11%, -25%, -12%, -14%
CCOc1ccc(C2NC(=O)N(CC(=O)NC3CCCC3)C3=C2C(=O)OC3)cc1 (stereo not drawn)
  -2%, i, -3, -6%, -22%, 6%, i
Cc1cccc(CNC(=O)c2ccc3c(c2)N(C)C2CCCCN2C3=O)c1 (stereo not drawn)
  ?, -3%, -15, ?, -3%, -13%, -22%
CC1=C(c2ccc(C)c(C)c2)S(=O)(=O)N=C1N1CCC(C(=O)NCc2ccccc2C)CC1
  4%, /, -22, /, -12%, /, /
Cc1ccc(-n2nnnc2C2CCN(S(=O)(=O)c3ccc(OC(F)(F)F)cc3)CC2)cc1
  13%, /, 26, /, -9%, /, /
COc1ccc(-c2[nH]nc3ncc(-c4ccc([S+](C)(=O)[O-])cc4)nc23)c(C)c1
  -16%[87.6 µM], -36%[88.5 µM], 7, 56µM*, -17%[87.6 µM], -17%[172 µM], ?
COc1ccc(-c2noc(-c3nc(Cc4cccc(F)c4)no3)n2)cc1
  -1%, i, 15, 1%, -2%, 7%, -9%
Cc1ccc(C(=O)N2c3ncnn3C3(CCCCC3)[C@@H]3CCCC[C@@H]32)cc1
  -17%, /, -10, /, -3%, /, /
CC1(C)[C@H]2CC[C@@H](CNC(=O)Cc3cccc(Cl)c3)[C@@H]1C2
  -5%[87.6 µM], i, 10, 100µM*, -18%[87.6 µM], -13%[172 µM], ?
CCCN(CCC)CCCNC(=O)c1cc2c(-c3ccc(OC)c(OC)c3)nn(C)c2s1
  4%, /, -7, /, 10%, /, /
COCCNc1sc(S(=O)(=O)c2ccc(C)cc2)nc1S(=O)(=O)c1ccc(C)cc1
  2%, /, 4, /, -5%, /, /
Cc1ccc(-c2nc3c4c(-c5ccccc5)c(-c5ccccc5)oc4ncn3n2)cc1
  4%, /, -4, /, -4%, /, /
O=C(c1c[nH]c(=O)[nH]1)N1CC[C@@H]2[C@@H](CCC(=O)N2CC2CCNCC2)C1
  1%, ?, -1, ?, ?, 9%, -1%
O=c1c2cc3c(cc2n(Cc2ccc(Cl)cc2)c(=O)n1Cc1nc(-c2ccccc2)no1)OCO3
  19%, /, -15, /, -12%, /, /
COc1ccc(Cn2c(C3CCN(C(=O)Cc4cccc(OC)c4)CC3)n[nH]c2=O)cc1
  13%, i, -8, 0%, 7%, 4%, -8%
COCCn1ncc(N2CCCC(CC(=O)NCCN3CCCCC3)C2)cc1=O (stereo not drawn)
  3%, -4%, 4, 0%, -19%, 14%, i
CN1CC(=O)N(C2CCCCC2)Cc2c(NC3CCCC3)ncnc21
  -1%, ?, 12, -32%, 10%, /, ?
CCOC(=O)c1cccc2c1N[C@@H](c1ccc(F)cc1)[C@H]1CC=C[C@@H]21
  -13%, /, 12, /, 9%, /, /
O=C(c1ccccc1)N1CCC(N2Cc3ccccc3C2=O)CC1
  0%, 2%, -7, -3%, 55%[activator], /, -10%
Cc1ccc(NC(=O)C2(Cc3ccccc3)CCCCC(=O)N2)cc1 (stereo not drawn)
  -1%, 2%, 12, 3%, 4%, -21%, ?
Oc1cccc(-c2cc(-c3ccncc3)c3cncn3c2)c1
  5%[87.6 µM], -4%[88.5 µM], -23, ?, -10%[87.6 µM], -5%[230 µM], ?
CN(Cc1ccccc1C(F)(F)F)Cc1ccccc1C(F)(F)F
  6%, -5%, -6, 4%, -12%, 1%, 3%
CN(C(=O)C1CCCN(c2ncnc3c2nc2n3CCCCC2)C1)c1ccccc1F (stereo not drawn)
  5%, /, 11, /, -11%, /, /
Clc1cccc(C(c2ccc3nc[nH]c3c2)n2ccnc2)c1 (stereo not drawn)
  6%[23.9 µM], i, 5, /, 3%[25.6 µM], /, /
COc1cccc(-c2nc(-c3nnn4c3COC(c3ccc(Cl)cc3)C4)no2)c1OC (stereo not drawn)
  7%, -15%, 0, -7%, 17%, -3%, 5%
CN1CCCN(S(=O)(=O)c2ccc(C(F)(F)F)cc2)c2ccccc21
  -2%, ?, 0, 40µM*, -30%, -22%, ?
CS(=O)(=O)N1CCC(CC(=O)N2CCOCC2)C1 (stereo not drawn)
  6%[12.5 µM], i, -17, -2%, -7%, -10%, -20%
N#CC1CCN(C(=O)C2CCCCN2Cc2ccc(-c3ccsc3)cc2)CC1 (stereo not drawn)
  3%, 3%, 3, ?, 19%, /, ?
CCS(=O)(=O)c1ccc(C(=O)N2CCN(c3nc4c(OC)ccc(C)c4s3)CC2)cc1
  1%, /, 11, /, -11%, /, /
CN1C[C@H](NCc2nccn2C)CCC[C@@H](C(=O)NC2CC2)CC1=O
  10%[87.6 µM], i, 16, -9%[172 µM], -16%[87.6 µM], 3%[172 µM], -12%[138 µM]
CC(=O)N1CCC(C2CCN(S(=O)(=O)c3ccc(C)c(Cl)c3)C2)CC1 (stereo not drawn)
  2%[12.5 µM], i, -10, ?, 9%, 9%, -27%
O=C(CCCn1c2ccccc2c(=O)c2ccccc21)Nc1cccc(Cl)c1
  ?, /, 20, /, 5%, /, /
O=C1CCN(C(=O)C2COc3ccccc3O2)CCCOCCN1 (stereo not drawn)
  7%, i, -13, ?, -13%, 3%, ?
CCC(Sc1nnc2c(n1)[nH]c1ccccc12)C(=O)Nc1nnc(C(C)C)s1 (stereo not drawn)
  -3%, /, -1, /, 17%, /, /
O=C(C1CCC1)N1CCC(c2noc(-c3ccncc3)n2)C1 (stereo not drawn)
  10%, i, 3, 14%, -6%, -2%, -1%
CCc1cccc(NC(=O)CN2C(=O)NC(c3ccc(C)cc3)C3=C2COC3=O)c1 (stereo not drawn)
  -24%, i, 4, 28µM*, ?, 1%, ?
COCCN1CCC(N2CCN(S(=O)(=O)c3ccc(F)cc3F)CC2)C1=O (stereo not drawn)
  8%, i, 6, 1%, 11%, -4%, 4%
Cc1noc([C@@H](C)NCc2cccc(Cl)c2)c1C(=O)O
  6%[87.6 µM], i, 10, i, 5%[87.6 µM], -1%[172 µM], i
CN(CC1CC1)C1CCOc2ccccc21 (stereo not drawn)
  14%[87.6 µM], i, -8, 2%[230 µM], 14%[87.6 µM], -6%[230 µM], -21%[174 µM]

Full records, looked up by structure.
Shown for `COCCn1ncc(N2CCCC(CC(=O)NCCN3CCCCC3)C2)cc1=O` (stereo not drawn) → SNCA viab count: 3%; GPT2 inhibitor: -4%; IP6K1 inhibitor: 4; HEK cytotox: 0%; SNCA expr inhib: -19%; Luciferase inh: 14%; NIH3T3 tox: i
Shown for `O=C1CCN(C(=O)C2COc3ccccc3O2)CCCOCCN1` (stereo not drawn) → SNCA viab count: 7%; GPT2 inhibitor: i; IP6K1 inhibitor: -13; HEK cytotox: ?; SNCA expr inhib: -13%; Luciferase inh: 3%; NIH3T3 tox: ?

(continued)
Screens in order – SNCA viab count, GPT2 inhibitor, IP6K1 inhibitor, HEK cytotox, SNCA expr inhib, Luciferase inh, NIH3T3 tox
CCC(C)(OC(C)=O)C(=O)O[C@H]1[C@H](OC(C)=O)[C@]2(CO)[C@H](O)[C@H](O)[C@]3(C)C(=CCC4[C@@]5(C)CC[C@H](O[C@@H]6O[C@H](C(=O)O)[C@@H](O)[C@H](O[C@@H]7OC[C@H](O)[C@H](O[C@@H]8OC[C@H](O)[C@H](O)[C@H]8O)[C@H]7O)[C@H]6O[C@@H]6O[C@H](CO)[C@@H](O)[C@H](O)[C@H]6O)C(C)(C)C5CC[C@]43C)[C@@H]2CC1(C)C (stereo partly drawn)
  -22%[12.5 µM], i[11.5 µM], 1, /, /, /, /
c1ccc(C(NCCNC(c2ccccc2)c2ccccc2)c2ccccc2)cc1
  1%, -16%, /, /, -14%, /, /
O=C1[C@@H]2C[C@@H](CN2C(=O)Cc2ccccc2)Oc2ccccc2N1CC1CC1
  -4%[87.6 µM], 2%[88.5 µM], 6, -5%[172 µM], -17%[87.6 µM], -8%[172 µM], -2%[174 µM]
Cc1cccc(OC(=O)c2nc(SCc3ccccc3F)ncc2Cl)c1
  13%, /, -14, /, 29%, /, /
COc1ccccc1CNC(=O)CN1C(=O)CCc2cc(S(=O)(=O)N3CCOCC3)ccc21
  2%, /, -21, /, 2%, /, /
Cc1cc2nc3n(c(=O)c2n1CC(=O)Nc1ccccc1F)CCCCC3
  -12%, i, -2, 7%, 9%, 0%, i
Cc1cc(C(=O)N2CCCn3ccnc3C2c2cnn(C)c2)c(C)o1 (stereo not drawn)
  1%, 4%, 9, 2%, -2%, -4%, -7%
CN(C)c1ccc(C(=O)N2CC[C@@H](CC(=O)O)[C@@H](CCN3CCCCC3)C2)cc1
  3%[87.6 µM], 1%[88.5 µM], 23, -2%[172 µM], -14%[87.6 µM], -3%[172 µM], -7%[174 µM]
O=C([C@@H]1CCCN1C1CCNCC1)N1CCN(Cc2cccnc2)CC1
  -1%, -4%, -3, 0%, -15%, 10%, -1%
O=C(NCc1cccnc1)c1cc(-c2ccccc2F)cc2c1OCCN2Cc1cccnc1
  ?, ?, -28*, ?, -6%, 3%, ?

The list goes on, starting with the last 2 of the part before.
Screens in order – SNCA viab count, GPT2 inhibitor, IP6K1 inhibitor, HEK cytotox, SNCA expr inhib, Luciferase inh, NIH3T3 tox
O=C([C@@H]1CCCN1C1CCNCC1)N1CCN(Cc2cccnc2)CC1
  -1%, -4%, -3, 0%, -15%, 10%, -1%
O=C(NCc1cccnc1)c1cc(-c2ccccc2F)cc2c1OCCN2Cc1cccnc1
  ?, ?, -28*, ?, -6%, 3%, ?
Cn1c(=O)n(C)c2cc(S(=O)(=O)Nc3ccccc3C(=O)O)ccc21
  4%, /, -11, /, ?, /, /
CCOc1ccccc1NC(=O)Cn1c(=O)n(Cc2ccco2)c(=O)c2sc3ccccc3c21
  -17%, /, -5, /, 5%, /, /
CN(CC(=O)O)c1ncc(CN2CCCC(c3cccc(C(=O)O)c3)C2)cn1 (stereo not drawn)
  1%, i, -1, -3%, 0%, 0%, -1%
COc1ccc(OC)c(CNC(=O)C2(c3ccc(NC(C)=O)cc3)CCCCC2)c1
  -5%, -9%, 8, ?, -9%, 0%, ?
CC(C)CCN1CCC(N(C(=O)NCCc2ccccc2)C2CCOCC2)CC1
  -8%, i, 9, ?, 1%, 5%, -9%
